# CHO parental Ca = ATP-evoked calcium signal inhibitors, parental CHO, primary screen, counter-screen for OX1R antagonist project, cell-based, fluorescence, Fluo-8 calcium dye | parental CHO-K1, ATP-induced calcium, Fluo-8 fluorescence | inhibition, % at 5.6 µM | 330,000 tested, 0.63% active;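 active = inhibition above that plate's mean sample inhibition plus 3 SD, cut at about 26% in these data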;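 note: 0% = ATP-challenged DMSO wells and 100% = DMSO wells without ATP; some compounds past the cut are filed as inactive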
#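 Test system: untransfected parental CHO cell line; also added: ATP stimulus; dosing: 5.6 µM, single dose; signal: calcium-sensitive Fluo-8 fluorescence; measure: percent inhibition of ATP-evoked calcium rise, normalized to controls; benchmarks: low control ATP plus DMSO, high control DMSO only; replication: one well per compound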
# V1aR counter = agonists of human V1a receptor, primary screen, counter-screen for OXTR agonist project, fluorescence, CHO-V1R cells; Vasopressin V1a receptor (Homo sapiens), P37288; Fluo-8 calcium fluorescence, agonist mode; 0% DMSO, 100% 3 nM vasopressin; activation, % at 3 µM; 320,000 tested, 0.25% active;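 active = activation above the mean activation of all tested compounds plus 3 SD, per screening run, cut at about 20% in these data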;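 note: signal is peak over basal fluorescence ratio across a 100 second FLIPR read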
# Target sequence (P37288 whole entry, looked up): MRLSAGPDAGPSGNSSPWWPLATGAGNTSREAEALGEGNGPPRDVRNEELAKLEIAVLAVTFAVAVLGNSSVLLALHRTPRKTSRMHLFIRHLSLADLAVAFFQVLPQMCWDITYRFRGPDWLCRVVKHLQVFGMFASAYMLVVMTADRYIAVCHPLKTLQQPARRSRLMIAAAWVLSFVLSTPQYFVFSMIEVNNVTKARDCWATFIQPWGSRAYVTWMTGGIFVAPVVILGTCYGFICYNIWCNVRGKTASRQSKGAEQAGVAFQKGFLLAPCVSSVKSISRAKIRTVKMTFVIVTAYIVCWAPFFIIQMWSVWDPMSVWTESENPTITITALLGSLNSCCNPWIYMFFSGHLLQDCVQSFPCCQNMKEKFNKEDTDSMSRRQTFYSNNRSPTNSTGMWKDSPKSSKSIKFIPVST
# OXTR ag = human OXTR agonists, primary screen, fluorescence, CHO-OTR cells, Fluo-8 calcium. Oxytocin receptor (Homo sapiens), P30559. Fluo-8 calcium fluorescence; normalized: DMSO 0%, oxytocin 100%. activation, % at 3 µM. 320,000 tested, 0.32% active;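 active = activation above the mean of all tested compounds plus 3 SD, cutoff set per screening run, cut at about 20% in these data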;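 note: peak over basal fluorescence ratio from a 100 s FLIPR kinetic read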
# OXTR potentiator = human OXTR potentiators, primary screen, fluorescence, CHO-OTR cells, Fluo-8 calcium. 320,000 tested, 0.061% active. Fluo-8 calcium fluorescence, potentiator mode; 0% = oxytocin EC15, 100% = EC100. activation, % at 3 µM. Oxytocin receptor (Homo sapiens), P30559;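 active = activation above that plate's cutoff, the mean activation of tested compounds plus 3 SD, cut at about 6.6% in these data, passing the limit was not always enough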;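 note: 100% uses oxytocin at 75 nM as the full agonist control; some results filed as inactive read as strong as hits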
#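 test system = CHO-OTR cells, human receptor | compound = single-point 3.0 µM | schedule = 6 min compound pre-incubation at room temperature, 100 s kinetic read | signal = Fluo-8 no-wash calcium dye fluorescence, excitation 470-495 nm, emission 515-575 nm | repeats = single well per compound, singlicate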
# M1 PAM = human M1 muscarinic receptor positive allosteric modulators, primary screen, CHO-K1 cells, Fluo-8 calcium fluorescence, 1536-well; Muscarinic acetylcholine receptor M1 (Homo sapiens), P11229; 360,000 tested, 0.088% active; AID 588819, 2011; activation, % at 3 µM; CHO-K1 hM1, ACh EC20; 0% = ACh EC20, 100% = maximal ACh; in the data active = activation above about 19%, passing the limit was not always enough
# Target sequence (P11229 whole entry, looked up): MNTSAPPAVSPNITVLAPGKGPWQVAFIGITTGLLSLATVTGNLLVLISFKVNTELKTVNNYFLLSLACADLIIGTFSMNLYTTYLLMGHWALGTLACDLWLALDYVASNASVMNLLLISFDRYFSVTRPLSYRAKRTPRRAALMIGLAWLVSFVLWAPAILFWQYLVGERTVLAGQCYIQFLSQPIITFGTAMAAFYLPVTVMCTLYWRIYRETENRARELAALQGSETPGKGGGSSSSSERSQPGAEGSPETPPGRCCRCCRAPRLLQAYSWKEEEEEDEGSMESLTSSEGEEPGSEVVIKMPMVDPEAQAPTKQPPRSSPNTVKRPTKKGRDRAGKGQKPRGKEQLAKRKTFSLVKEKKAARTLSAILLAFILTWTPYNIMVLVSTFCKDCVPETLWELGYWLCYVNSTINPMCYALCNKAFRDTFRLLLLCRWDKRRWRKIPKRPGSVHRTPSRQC
# TAAR1 antag = human TAAR1 antagonists, primary screen, Fluo-8 calcium fluorescence, CHO RD-HGA16 cells. antagonist. inhibition, % at 3 µM. 360,000 tested, 1.5% active. AID 624466, 2012;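 active = inhibition above a per-plate cutoff, the mean inhibition of test compounds on that plate plus 3 SD, cut at about 49% in these data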;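 note: 0% = DMSO plus EC80 beta-PEA response and 100% = DMSO alone without agonist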
#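 Assay system: CHO-derived RD-HGA16 cells stably expressing human TAAR1 plus Gα16. Timing: 140 s kinetic read after compound, 140 s after agonist. Technique: kinetic Fluo-8 calcium fluorescence measurement. Measure: % inhibition of agonist calcium response.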
# M1 ag = human M1 muscarinic receptor agonists, primary screen, Fluo-8 calcium fluorescence, CHO-K1 cells, HTS | activation, % at 3 µM | 360,000 tested, 0.33% active | CHO-K1 hM1, agonist mode; 0% DMSO, 100% acetylcholine EC100 | AID 588814, 2011 | Muscarinic acetylcholine receptor M1 (Homo sapiens), P11229;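 active = activation above the run's mean compound activation plus 3 SD, cut at about 16% in these data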;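 note: peak over basal fluorescence ratio within a 140 s kinetic read after compound addition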
# M1 antag = human M1 muscarinic receptor antagonists, primary screen, CHO-K1 cells, Fluo-8 calcium fluorescence, 1536-well; Muscarinic acetylcholine receptor M1 (Homo sapiens), P11229; CHO-K1 hM1, ACh EC80 antagonist; inhibition, % at 3 µM; 360,000 tested, 1.3% active; AID 588852, 2011;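 active = percent inhibition above its own plate's cutoff, namely the mean of that plate's compound wells plus 3 SD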;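 note: peak over basal fluorescence ratio during 140 s after agonist addition; 0% = ACh EC80 plus DMSO and 100% = DMSO alone without agonist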
# TAAR1 ag = human TAAR1 agonists, primary screen, Fluo-8 calcium fluorescence, CHO RD-HGA16 cells | Trace amine-associated receptor 1 (Homo sapiens), Q96RJ0 | AID 624467, 2012 | activation, % at 3 µM | vehicle wells 0%, saturating PEA agonist 100% | 360,000 tested, 0.99% active;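 active = activation above the mean activation of all test compounds in the run plus 3 SD, cut at about 38% in these data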
#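 System: CHO RD-HGA16 cells carrying human TAAR1 plus Gα16; Incubation: 17-24 h seeding, 75 min 37 °C dye, 30 min RT; Measured by: Fluo-8 fluorescence, 5 s baseline then 140 s kinetic read; Control set: DMSO and PEA EC100; Replication: single well for each compound.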
# The depositor's hits bear a star; nt = not tested or not shown.
SMILES,CHO parental Ca,V1aR counter,OXTR ag,OXTR potentiator,M1 PAM,TAAR1 antag,M1 ag,M1 antag,TAAR1 ag
CCOc1ccc(NC(=O)CN(C)C(=O)c2ccc3nc(CC)c(CC)nc3c2)cc1OCC,-14,-0.5,-1.7,-2,-2,-18,-3,4,-1
CN(C)Cc1c(O)ccc2occ(C(=O)c3ccccc3)c12,-14,-0.5,1.1,-2,6,11,-6,-10,1
Cc1ccc(C(=O)N/N=C\c2ccccc2[N+](=O)[O-])cn1,nt,nt,nt,nt,0,-4,0,-12,1
Fc1cccc(Cc2noc(CN3CCCCC3CCc3ccccn3)n2)c1 (stereo not given),-22,1.8,1.0,4,0,-11,-8,1,3
C[C@@H](NC(=O)[C@@H]1Cc2ccccc2CN1C(=O)OC(C)(C)C)C(=O)NCc1ccco1,-17,1.6,0.1,-3,9,-16,0,-8,1
CCOC(=O)C1C(=O)C=C(c2cccs2)CC1c1ccccc1C (stereo not given),-22,-1.0,-2.0,-3,-15,27,-12,12,0
Cc1ccc(NC(=O)c2ccco2)c(NC(=O)c2ccccc2)c1,-12,0.1,-0.2,-7,-2,2,-2,5,0
COc1ccc(S(=O)(=O)N(C)CC(=O)NCC2CCCO2)cc1OC (stereo not given),-3,0.2,1.1,-2,14,-1,0,-15,1
CC(C)(C)OC(=O)NCc1ccc(NC(=O)c2nc[nH]c2C(=O)NCCCNC(=O)c2[nH]cnc2C(=O)Nc2ccc(CNC(=O)OC(C)(C)C)cc2)cc1,0,0.7,1.0,-4,1,nt,0,14,nt
O=C(OC(C(=O)Nc1cc(Cl)cc(Cl)c1)c1ccccc1)C1=COCCO1 (stereo not given),-12,0.6,-0.4,-5,4,7,-7,-6,1
Cc1cc(C)n(CC(=O)Nc2ccc3c(c2)OCO3)c(=O)c1C#N,5,0.5,0.5,-7,-5,-4,-5,16,2
O=C(COC(=O)C1CC2C=CC1C2)Nc1cccc(S(=O)(=O)N2CCOCC2)c1 (stereo not given),1,2.9,1.2,-2,2,-24,-1,-5,3
Cc1cc(C)c(C(=O)C[n+]2cccc(C(N)=O)c2)c(C)c1,-10,0.1,0.2,1,10,-4,-7,-13,3
O=C(Nc1ccccc1Cl)C(=O)c1cn(CC(=O)N2CCOCC2)c2ccccc12,-5,6.8,3.9,-12,5,16,-2,-10,7
Cc1ccc2nc(C(O)C(O)c3nc4ccc(C)cc4[nH]3)[nH]c2c1 (stereo not given),-27,5.2,-0.5,-6,8,-7,3,-4,38*
COc1cc(CN2CCN(Cc3ccc(C)cc3)CC2)c([N+](=O)[O-])cc1OC,-16,1.7,-0.2,-11,6,12,-10,-7,-1
COc1ccc(NS(=O)(=O)c2cccc(NC(=O)c3ccc(S(=O)(=O)N4CCCCCC4)cc3)c2)cc1,29,3.1,0.7,-18,-6,nt,-5,22,nt
Cc1csc(N(C)C(=O)CSc2nnc(COc3ccccc3C)o2)n1,-14,0.6,-0.5,0,3,8,-6,-5,0
COc1ccccc1CN(C)CC(=O)Nc1cccc2ccccc12,-6,-0.9,-1.9,-11,5,1,-4,1,2
COc1ccc(-n2c(=S)[nH]c3cc(C(=O)NC4CCCCC4)ccc3c2=O)c(OC)c1,3,0.0,0.9,-18,13,5,-4,-8,1
Cc1ccc(S(=O)(=O)N2CCC(C(=O)NNC(=O)c3ccccc3O)CC2)cc1C,-15,-0.3,-0.8,8,-2,-17,-3,-10,0
Cc1[nH]n(C2=NCCS2)c(=O)c1N=Nc1ccccc1,-6,-0.4,-0.5,-6,1,3,-8,3,5
Cc1ccc(S(=O)(=O)N2CCCN(S(=O)(=O)c3ccc(C)c(C)c3)CC2)cc1C,0,-0.7,-0.1,-5,5,-4,-11,-12,2
NC(=O)c1c(NC(=O)c2c(F)cccc2F)sc2c1CCN(Cc1ccccc1)C2,-10,8.5,7.5,-1,3,-25,2,-8,8
Cc1cc(C)n(-c2cccc(CN(C)Cc3nc(-c4cnccn4)no3)c2)n1,-11,-0.3,0.3,-5,4,4,-7,-8,6
Oc1cccc(C(=S)N2CCN(Cc3ccccc3)CC2)c1,8,-0.1,0.3,-15,-6,-4,-3,21,2
CNC(=O)CSc1nnc(-c2ccco2)n1-c1ccccc1OC,-7,0.8,1.6,2,25*,4,4,-25,10
Cc1ccccc1Nc1nc(N)nc(CCl)n1,-11,1.6,-0.2,0,12,-34,-1,-12,2
CCCN1C(=O)/C(=C/c2cc(C)n(C)c2C)SC1=Nc1ccc(OC)cc1,-18,-0.3,-0.9,-12,-7,9,-4,11,3
CCn1c(SCc2nc3ccccc3c(=O)[nH]2)nnc1-c1cccnc1,-1,-0.1,0.3,-2,9,2,-3,-8,8
Cc1ccccc1C1C2=C(Nc3[nH]n(-c4ccccc4)c(=O)c31)c1ccccc1C2=O (stereo not given),7,-0.5,-1.4,-9,nt,nt,nt,nt,nt
COc1cccc(CNC(=O)Cn2ccc3cc(S(=O)(=O)N4CCCC4)ccc32)c1,-10,0.4,0.0,-20,5,-6,-4,-4,2
CCNC(=O)C1(C)CCCN1C(=O)c1c(F)cccc1F (stereo not given),nt,nt,nt,nt,4,-9,-1,-6,1
COC(=O)c1ccc(OC(=O)c2ccccn2)cc1,-5,0.4,0.8,-7,9,-7,-1,-9,4
CCN1CCN(C(CNS(=O)(=O)c2ccc(Cl)cc2)c2ccccc2)CC1 (stereo not given),-31,1.9,2.7,1,-8,-12,-5,11,3
CN(c1ccc(C(=O)NCc2ccccn2)cc1)S(=O)(=O)c1ccc(Cl)cc1,-17,3.4,1.1,-1,0,-10,-5,-2,1
Cc1cc(C)cc(NC(=S)N=Nc2c(O)n(C)c3ccc(S(=O)(=O)N4CCOCC4)cc23)c1,-16,0.1,-1.4,5,1,-3,-5,-3,3
Cc1ccc(NC(=O)c2sc3nc(C)nc(N4CCN(c5ccccn5)CC4)c3c2C)c(C)c1,-22,0.3,-0.5,-6,-4,40,-4,8,-1
CC1(c2nnc(-c3ccc(Cl)cc3)o2)CC(c2ccncc2)=NO1 (stereo not given),2,2.0,2.0,-5,2,7,-1,-10,3
COC(=O)c1c(C)[nH]c(C(=O)C(C)OC(=O)C2=NNC(=O)CC2)c1C (stereo not given),-10,0.1,1.7,-4,0,10,-1,4,0
C=C1/C(=C\C=C2/CCC[C@]3(C)[C@@H]([C@H](C)/C=C/[C@@H](O)C4CC4)CC[C@@H]23)C[C@@H](O)C[C@@H]1O,-20,2.3,2.0,-11,nt,nt,nt,nt,nt
COc1ccc(NC(=O)C2CCN(C(=O)c3ccc(OC)cc3)CC2)cc1,-9,0.5,-0.3,-3,5,-9,-3,-28,9
COc1ccc(N2C(=O)C(F)(F)C2c2ccc(C)cc2)cc1OC (stereo not given),-10,0.9,1.0,0,0,-22,-3,-6,-1
CC1(C)CC2CC(C)(CN2C(=O)COC(=O)c2cc(Cl)cc(Cl)c2N)C1 (stereo not given),-22,-1.3,-2.0,-1,0,10,-6,-12,11
CCc1nnc(NC(=O)CSc2nnc(-c3ccccc3O)n2-c2ccc(C)cc2C)s1,-29,-0.2,-0.2,0,3,-21,-5,-45,11

# Nine structures from above, ordered by count of non-hydrogen atoms, highest first.
SMILES,CHO parental Ca,V1aR counter,OXTR ag,OXTR potentiator,M1 PAM,TAAR1 antag,M1 ag,M1 antag,TAAR1 ag
Cc1ccc(NC(=O)c2sc3nc(C)nc(N4CCN(c5ccccn5)CC4)c3c2C)c(C)c1,-22,0.3,-0.5,-6,-4,40,-4,8,-1
Cc1cc(C)cc(NC(=S)N=Nc2c(O)n(C)c3ccc(S(=O)(=O)N4CCOCC4)cc23)c1,-16,0.1,-1.4,5,1,-3,-5,-3,3
Cc1ccccc1C1C2=C(Nc3[nH]n(-c4ccccc4)c(=O)c31)c1ccccc1C2=O (stereo not given),7,-0.5,-1.4,-9,nt,nt,nt,nt,nt
COc1cccc(CNC(=O)Cn2ccc3cc(S(=O)(=O)N4CCCC4)ccc32)c1,-10,0.4,0.0,-20,5,-6,-4,-4,2
COc1ccc(NC(=O)C2CCN(C(=O)c3ccc(OC)cc3)CC2)cc1,-9,0.5,-0.3,-3,5,-9,-3,-28,9
CC1(C)CC2CC(C)(CN2C(=O)COC(=O)c2cc(Cl)cc(Cl)c2N)C1 (stereo not given),-22,-1.3,-2.0,-1,0,10,-6,-12,11
COC(=O)c1c(C)[nH]c(C(=O)C(C)OC(=O)C2=NNC(=O)CC2)c1C (stereo not given),-10,0.1,1.7,-4,0,10,-1,4,0
CC1(c2nnc(-c3ccc(Cl)cc3)o2)CC(c2ccncc2)=NO1 (stereo not given),2,2.0,2.0,-5,2,7,-1,-10,3
CCNC(=O)C1(C)CCCN1C(=O)c1c(F)cccc1F (stereo not given),nt,nt,nt,nt,4,-9,-1,-6,1

# Further entries follow.
SMILES,CHO parental Ca,V1aR counter,OXTR ag,OXTR potentiator,M1 PAM,TAAR1 antag,M1 ag,M1 antag,TAAR1 ag
COc1ccc(CNC(=O)COC(=O)CN2C(=O)COc3ccccc32)cc1,-19,-1.4,-0.7,2,0,12,-3,2,-1
O=C1CC(=O)C(n2cncn2)C(c2ccc(Cl)cc2Cl)C1 (stereo not given),-4,1.2,0.5,-2,0,nt,-3,-3,nt
CCCc1cc(=O)[nH]c(SCC(=O)c2cc(C)n(C(C)COC)c2C)n1 (stereo not given),-5,-0.2,0.0,1,6,5,-4,2,13
CC(Oc1cccc(Cl)c1)C(=O)NNC(=O)c1cccnc1 (stereo not given),-8,1.1,0.8,2,10,-8,-1,-9,0

# Screening results as filed in PubChem BioAssay.
